Source: PubChem BioAssay (several laboratories)
MRP resist rev = reversal of MRP1-mediated doxorubicin resistance, primary screen, H69AR cells, doxorubicin co-treatment. 0.04% of 85,000 active. AID 602, 2007. differential viability (reversal), % at 10 µM. H69AR cells + 2 uM doxorubicin, CellTiter-Glo, 72 h;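 active means viability drop by adding the cancer drug above about 55%, with treated viability meeting a 40% cutoff, limit read from the data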;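 further: viability without doxorubicin minus viability with 2 µM doxorubicin for each compound; larger differential means the compound sensitizes cells more to doxorubicin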
NFkB transloc pot = enhancers of NFkB p65 translocation in HUVEC – imaging, IL-1B stimulus, high-content imaging, primary screen | HUVEC IL-1B NFkB p65 nuclear translocation imaging | activation, % at 2 µM | AID 819, 2007 | 0.3% of 94,000 active;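 active means activation above 40%, about the mean plus 3 SD, also judged a hit on visual image review; inconclusive means activation above 40% but not a hit on visual review; inactive means activation not above 40% and no visual hit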;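 further: percent activation is computed from the nuclear over cytoplasmic p65 intensity ratio; values of inactives mirror those of a sister screen read the other way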
Bcl-B displacement = displacers of TR3 peptide from Bcl-B, primary screen, selectivity assay for Bfl-1 inhibitor project, biochemical, fluorescence polarization | Bcl-2-like protein 10 (Homo sapiens) | FP displacement of FITC-TR3 peptide from Bcl-B; higher % means a stronger effect | displacement, % at 20 µM, or IC50 in µM where a hit was titrated | 0.11% of 96,000 active;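 active means displacement above 50% at 20 µM plus a fluorescence interference ratio under 1.5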;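 further: plate controls were wells without compound for no effect and wells lacking Bcl-B protein for full effect; a part of the inactive calls stands beside numbers as strong as those of hits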
NFkB transloc inh = inhibitors of IL-1B driven NFkB p65 nuclear import, primary screen, imaging, HUVEC, IL-1B stimulus, high-content imaging; 0.43% of 94,000 active; inhibition, % at 2 µM; HUVEC IL-1B NFkB p65 nuclear translocation imaging;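 active means inhibition above about 30% together with a positive call from visual inspection of the well image, limit read from the data; inconclusive means inhibition above a set limit but visual check negative; inactive means inhibition not above a set limit, visual check negative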;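 further: nuclear over cytoplasmic p65 intensity ratio measured by imaging; 0% = IL-1B stimulated DMSO wells and 100% = unstimulated DMSO wells; values of inactives mirror those of a sister screen read the other way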
PLAP inhibitors HTS = PLAP enzyme inhibitors, biochemical, luminescence, HTS (AID 690); Alkaline phosphatase, placental type (Homo sapiens); purified PLAP, luminescent substrate; higher % means a stronger effect; one-dose inhibition, % at 20 µM; IC50 in µM for titrated hits; 0.08% of 96,000 active; in the data active means a potency from the dose series; inactive means the rest, 99 in 100 with inhibition below about 30%; further: strong numbers were not always called active
MRP resist rev cytotoxicity = also measured in MRP resist rev; calls as there; viability, %; H69AR cells, CellTiter-Glo, 72 h; measured here: cytotoxicity without doxorubicin
MRP resist rev with doxorubicin = also measured in MRP resist rev; calls as there; viability, %; measured here: viability with 2 uM doxorubicin; active compounds read low
NFkB transloc inh cell count 2 µM = also measured in NFkB transloc inh; calls as there; cell count; measured here: cells passing quality filter;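 raw number of nuclei counted in each imaged well without normalization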
NFkB transloc pot cell count 2 µM = second read-out of NFkB transloc pot, no call of its own (marks repeat the call); cell count; measured here: cells passing quality filter
* = called active by the depositor; ? = inconclusive; . = no result given. A portion of the library; rates above refer to the full screens.

| structure | MRP resist rev | MRP resist rev cytotoxicity | MRP resist rev with doxorubicin | NFkB transloc pot | NFkB transloc pot cell count 2 µM | Bcl-B displacement | NFkB transloc inh | NFkB transloc inh cell count 2 µM | PLAP inhibitors HTS |
| --- | --- | --- | --- | --- | --- | --- | --- | --- | --- |
| COC(=O)c1ccc(CN2C(=O)NC3(CCC(C)CC3)C2=O)o1 (configuration not stated) | -1 | 90 | 91 | -2 | 168 | -24% | 2 | 168 | 6% |
| COc1ccc(C(=O)O)cc1F | . | . | . | -6 | 109 | 0% | 6 | 109 | -4% |
| CCN(CC)c1ccc(NC(=O)OC)cc1 | 13 | 87 | 73 | -6 | 147 | -11% | 6 | 147 | 10% |
| O=c1[nH]n(-c2ccc(F)cc2)c2ncccc12 | . | . | . | 10 | 119 | -10% | -10 | 119 | -19% |
| Cc1ccc(C(=O)C2=C(O)C(=O)N(c3ncccn3)C2c2ccc(Cl)cc2)o1 (configuration not stated) | 19 | 100 | 82 | -4 | 82 | . | 4 | 82 | . |
| COc1ccc(C)cc1S(=O)(=O)Nc1cccc(Cl)c1Cl | 17 | 97 | 80 | 6 | 98 | . | -6 | 98 | . |
| Cc1ccccc1C1C(C#N)=C2N=C(N)c3c(sc4c3CCCCC4)N2C2=C1C(=O)CC(C)(C)C2 (configuration not stated) | . | . | . | 4 | 169 | -27% | -4 | 169 | -15% |
| Cc1cc(C)n(-c2nc3ccccc3[nH]c2=O)n1 | . | . | . | 3 | 15 | . | -3 | 15 | . |
| Cn1c(COc2ccccc2)nnc1SCC(=O)NCc1ccccc1 | 7 | 98 | 91 | 7 | 200 | -10% | -7 | 200 | 17% |
| Cc1ccc(C(=O)NNC(=O)C2CCN(c3nc(C)cc(C)n3)CC2)cc1 | . | . | . | 4 | 140 | 0% | -4 | 140 | -66% |
| CCCc1nc2oc3c(NCCN(C)C)ncnc3c2c2c1CCCC2 | -9 | 9 | 18 | 1 | 107 | -13% | -1 | 107 | -69% |
| COC(=O)C1(c2ccccc2)NC(c2cccs2)C2C(=O)N(C)C(=O)C21 (configuration not stated) | 4 | 71 | 67 | . | . | 7% | . | . | -4% |
| Cc1ccc(Cn2ccc(NC(=O)c3cc(-c4ccc(Cl)cc4)on3)n2)cc1 | . | . | . | -7 | 133 | 1% | 7 | 133 | 5% |
| O=C(Nc1cccc(C(F)(F)F)c1)N1CCN(C(=O)Nc2cccc(C(F)(F)F)c2)CC1 | . | . | . | 3 | 141 | -1% | -3 | 141 | 12% |
| c1cncc(-c2csc(NCc3ccco3)n2)c1 | -4 | 99 | 103 | 6 | 67 | -8% | -6 | 67 | 11% |
| O=C(c1cc(-n2cnnc2)ccc1Cl)N1CCN(c2nc(-c3ccccc3)cs2)CC1 | -15 | 85 | 100 | 14 | 82 | -2% | -14 | 82 | -7% |
| COC(=O)CN(n1cnnc1)S(=O)(=O)c1ccc(C)cc1 | -17 | 83 | 100 | -1 | 155 | -10% | 1 | 155 | -5% |
| CCOc1ccc(NS(=O)(=O)c2ccc(OCC(=O)N3CCCC3)cc2)cc1 | 15 | 100 | 84 | 0 | 119 | -14% | 0 | 119 | 3% |
| CCOC(=O)c1[nH]c2cc3c(cc2c1NC(=O)CN1CC(C)CC(C)C1)OCO3 (configuration not stated) | -5 | 53 | 58 | 0 | 105 | 3% | 0 | 105 | -7% |
| Brc1ccc(Oc2ncc(CN3CCN(c4ccccc4)CC3)s2)cc1 | 4 | 99 | 95 | 14 | 145 | -6% | -14 | 145 | -40% |
| COCc1cc(C)nc(Nc2ccc(C)cc2C)c1C#N | 6 | 101 | 95 | 2 | 172 | -1% | -2 | 172 | 14% |
| Cc1ccc(C(=O)COC(=O)CCC(=O)NC2CCCCC2)cc1C | -1 | 90 | 91 | . | . | -6% | . | . | 13% |
| Cc1cc(-c2ccccc2)nc(Oc2cccc(C(F)(F)F)c2)c1S(C)(=O)=O | 8 | 80 | 73 | 2 | 155 | 2% | -2 | 155 | 19% |
| c1ccc(-n2ncc3c2ncn2cnnc32)cc1 | 5 | 100 | 95 | 9 | 154 | -11% | -9 | 154 | 2.1µM* |
| Cc1ccc(C(C(=O)NCc2ccco2)N(CC2CCCO2)C(=O)Cn2nnc3ccccc32)cc1 (configuration not stated) | -35 | 43 | 78 | 9 | 124 | 3% | -9 | 124 | -15% |

PLAP inhibitors HTS: entries above that show a hit.
Structure	NFkB transloc pot	NFkB transloc pot cell count 2 µM	Bcl-B displacement	PLAP inhibitors HTS
c1ccc(-n2ncc3c2ncn2cnnc32)cc1	9	154	-11%	2.1µM*

(further entries)
| structure | MRP resist rev | MRP resist rev cytotoxicity | MRP resist rev with doxorubicin | NFkB transloc pot | NFkB transloc pot cell count 2 µM | Bcl-B displacement | NFkB transloc inh | NFkB transloc inh cell count 2 µM | PLAP inhibitors HTS |
| --- | --- | --- | --- | --- | --- | --- | --- | --- | --- |
| CCC/C(O)=C1\C(=O)CC(C)(C)CC1=Nc1ccccc1OC | -39 | 28 | 67 | . | . | -4% | . | . | -7% |
| COc1cc(NC(=O)Cc2ccc(Cl)cc2)ccc1NC(=O)c1ccco1 | 1 | 76 | 75 | -5 | 112 | 3% | 5 | 112 | 1% |
| O=C(Nc1ccccc1F)c1ccc2nc(N3C(=O)CCC3=O)sc2c1 | . | . | . | 3 | 122 | -12% | -3 | 122 | -10% |
| O=C(Cc1cccs1)Nc1nc(-c2ccccc2)cs1 | 1 | 90 | 89 | -6 | 180 | -18% | 6 | 180 | 19% |
| Cc1ccc(SCC(=O)N2CCCC2)cc1 | 12 | 105 | 93 | . | . | -12% | . | . | 12% |
| CNC(=S)NN(c1ccccc1)c1ccccc1 | -9 | 101 | 110 | 7 | 166 | -8% | -7 | 166 | 16% |
| COc1cccc(C(=O)O/N=C/c2ccc(Sc3ccc(C)cc3)nc2)c1 | -3 | 59 | 62 | 17 | 179 | 10% | -17 | 179 | 17% |
| COc1ccc(OC)c(S(=O)(=O)Nc2ccc(CC(=O)O)cc2)c1 | 1 | 100 | 99 | . | . | -5% | . | . | 18% |
| Cc1nccn1CC(O)Cn1c2ccccc2c2ccccc21 (configuration not stated) | -3 | 73 | 75 | 46* | 135* | . | -46 | 135 | . |
| N#Cc1c(SCc2nc3ccccc3[nH]2)nc2c(c1C(F)(F)F)CCC2 | 3 | 82 | 79 | 0 | 130 | . | 0 | 130 | . |
| NC(=O)C1CCN(c2ncnc3c(-c4ccccc4)nsc23)CC1 | 20 | 91 | 71 | 9 | 166 | 2% | -8 | 166 | 10% |
| O=C(NCCc1ccccc1)c1noc2c1CCCCC2 | -5 | 100 | 104 | 6 | 128 | -2% | -6 | 128 | 16% |
| COc1ccc(Nc2ncnc3ccccc23)c(OC)c1 | -20 | 59 | 80 | -3 | 129 | . | 3 | 129 | . |
| CCOC(=O)CC1COc2ccccc2N1C(=O)c1ccc(C)cc1 (configuration not stated) | . | . | . | -4 | 121 | 1% | 4 | 121 | 5% |
| CCCCc1nc2ccccc2c(NC(=O)CN2CCCC2)c1CCC | -5 | 85 | 90 | 15 | 126 | . | -15 | 126 | . |
| Cc1nn(C(C)C(=O)O)c2ccccc12 (configuration not stated) | -2 | 97 | 99 | 0 | 201 | 1% | 0 | 201 | -10% |
| O=C(COc1ccc(/C=N/NS(=O)(=O)c2ccccc2)cc1)NCCc1ccccc1 | . | . | . | -4 | 158 | 13% | 4 | 158 | -9% |
| CCC(c1nnnn1CC1CCCO1)N(CCCO)Cc1cc2cccc(C)c2[nH]c1=O (configuration not stated) | -8 | 76 | 85 | 8 | 164 | 7% | -8 | 164 | -37% |
| COC(=O)c1sc(NC(=O)c2oc3ccccc3c2C)nc1C | -9 | 48 | 57 | 24 | 135 | -5% | -24 | 135 | 1% |
| COC(=O)c1ccc(N2CCOCC2)c(NC(=O)Nc2cccc(OC)c2)c1 | -11 | 61 | 72 | . | . | -1% | . | . | -6% |
| Cc1cc(C)n(CCCNCC(O)c2ccccc2)n1 (configuration not stated) | 7 | 90 | 83 | 5 | 126 | -15% | -5 | 126 | -5% |
| COc1cccc(-c2nc(CS(=O)(=O)CC(=O)NCCCOC(C)C)c(C)o2)c1 | 16 | 100 | 85 | -12 | 9 | -4% | 12 | 9 | -39% |
| Cc1ccc2[nH]c(=O)c(CN(Cc3cccnc3)C(=O)c3ccncc3)cc2c1 | -37 | 28 | 65 | 6 | 175 | -1% | -6 | 175 | -27% |
| CCCCC(=O)Nc1ccc(NC(=O)c2ccccc2OC)cn1 | 2 | 83 | 81 | -1 | 133 | -4% | 1 | 133 | 6% |
| CCOC(=O)c1nnc2cc(-c3ccc(Br)cc3)nn2c1C | 9 | 102 | 93 | 2 | 161 | -12% | -2 | 161 | 17% |

Following part
| structure | MRP resist rev | MRP resist rev cytotoxicity | MRP resist rev with doxorubicin | NFkB transloc pot | NFkB transloc pot cell count 2 µM | Bcl-B displacement | NFkB transloc inh | NFkB transloc inh cell count 2 µM | PLAP inhibitors HTS |
| --- | --- | --- | --- | --- | --- | --- | --- | --- | --- |
| Cc1cccc(CCNc2nc3ccccc3n3nnnc23)c1 | . | . | . | 5 | 146 | -47% | -5 | 146 | 24% |
| CCC(=O)Oc1ccc2c(C)c(Cl)c(=O)oc2c1 | 26 | 109 | 82 | 0 | 129 | -3% | 0 | 129 | -73% |
| COc1ccc(CCNC(=O)/C=C/c2ccc(C)cc2)cc1OC | . | . | . | -9 | 146 | 11% | 9 | 146 | 2% |
| O=C(CCN1C(=O)C2C3C=CC(C3)C2C1=O)NCC1CCCO1 (configuration not stated) | -6 | 93 | 98 | -6 | 112 | 1% | 6 | 112 | -40% |
| COCCNC(=O)COc1ccc(C)cc1C | 0 | 103 | 103 | 14 | 149 | 7% | -14 | 149 | -2% |
| Fc1ccccc1-n1[nH]nnc1=S | 23 | 109 | 86 | 15 | 140 | -3% | -15 | 140 | -12% |
| COc1ccc(N2C(=O)C3CCCN3C2c2ccccc2)cc1Cl (configuration not stated) | 12 | 101 | 88 | ? | . | -11% | -43 | 115 | -11% |
| CCc1nnc(NC(=O)Cn2nc(-c3ccccc3OC)ccc2=O)s1 | -9 | 90 | 99 | 3 | 215 | 8% | -3 | 215 | -16% |
| Cn1c(=O)c(-[n+]2ccccc2)c([O-])c2ccccc21 | 10 | 100 | 90 | ? | . | 0% | -43 | 63 | 18% |
| O=C1CCC2(C(=O)O)Sc3ccccc3N12 (configuration not stated) | . | . | . | 37 | 151 | -5% | -37 | 151 | 7% |
| Cc1ccc(S(=O)(=O)N(CC(O)CN2C(=O)NC(C)(C)C2=O)c2ccccc2)cc1 (configuration not stated) | -8 | 96 | 104 | -4 | 112 | 2% | 4 | 112 | -6% |
| CC(NC(=O)c1ccccc1F)C(=O)O (configuration not stated) | 6 | 89 | 84 | -2 | 159 | 5% | 2 | 159 | 19% |
| CSc1nc2nc3c(c(=O)n2[nH]1)CN(Cc1ccccc1)CC3 | -4 | 82 | 86 | 9 | 163 | 3% | -9 | 163 | 23% |
| CCOc1ccccc1N1CCN(Cc2ccco2)CC1 | -11 | 89 | 100 | . | . | 0% | . | . | -83% |
| Cc1ccc2cc(CN(Cc3ccco3)S(=O)(=O)c3c(C)ccc4nsnc34)c(=O)[nH]c2c1 | -17 | 58 | 75 | 13 | 126 | 2% | -13 | 126 | -62% |
| COc1ccccc1NCCC#N | -1 | 93 | 94 | 11 | 168 | 12% | -11 | 168 | 1% |
| CC1=CC(C)(C)NC(=S)N1c1ccc(C)cc1 | -7 | 105 | 112 | 6 | 113 | . | -6 | 113 | . |
| Cc1onc(-c2ccccc2Cl)c1C(=O)NCc1nc(-c2ccccc2)no1 | 11 | 98 | 87 | 8 | 149 | -15% | -8 | 149 | -18% |
| CC1CCN(C(=O)Cc2nn(C)c(=O)c3ccccc23)CC1 | -1 | 89 | 89 | 20 | 100 | -4% | -20 | 100 | -11% |
| C=CCn1c(=N)c(C(=O)OCC)cc2c(=O)n3cccc(C)c3nc21 | 1 | 92 | 91 | 19 | 146 | . | -19 | 146 | . |
